# Source: PubChem
# TRPM1 prom inh – MITF TRPM1 promoter inhibition in SK-MEL-5 cells. SK-MEL-5 TRPM1 promoter luciferase, 24 h. inhibition, % at 12.5 µM. 330,000 tested, 0.83% active;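 active = mean inhibition across replicates of 60% or more, whatever share of single replicates reaches that level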; also: values of inactives mirror those of a sister screen read the other way
# Cardio protect – protects H9c2 cardiomyocytes from peroxide injury; protection from H2O2 cell death, % at 20 µM; H2O2 injury protection, ATPLite, 2 h; 360,000 tested, 0.63% active; AID 588492;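 active = compounds giving at least 50% protection of heart cells from peroxide-induced death in the single-dose screen, raw or plate-pattern-corrected value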;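 also: 0% = DMSO wells with peroxide and 100% = DMSO wells without peroxide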
# Shn3 inh set2 – inhibitors of Schnurri-3 3'UTR reporter in osteoblasts | inhibition, % at 12.5 µM | Clone20 osteoblast Shn3 3'UTR firefly luciferase, 24 h | 360,000 tested, 0.52% active;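 active = mean inhibition of at least 75% with every replicate also reaching 75%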;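 also: 0% = median of neutral control wells and 100% = pilot-screen positive control compound; some compounds past the cut are filed as inactive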
# Peg3 prom inh – reduces Peg3 promoter-driven luciferase expression in HeLa; HeLa PEG-Prom luciferase reporter, luminescence, overnight; inhibition, % at 20 µM; 360,000 tested, 1.7% active;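 active = inhibition of at least 50% at 20 µM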
# CaV13 ICDI inh – Primary screen for inhibitors of IQ motif and Ca2+-dependent inactivation inhibitor domain binding in CACNA1D, Förster resonance energy transfer in living cells, …; HEK cells, CFP/YFP FRET ICDI-IQ, plate reader, 10 min; percent FRET-ratio fall versus neutral wells; inhibition, % at 12.3 µM; 340,000 tested, 0.098% active;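 active = mean replicate inhibition of at least 30% and at least 1% of replicates passing that level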;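 also: 0% = median of the neutral control wells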
# NR2E3 ag-1 – agonists of human nuclear receptor NR2E3; Q9Y5X4; GST-NR2E3/biotin-RetCOR TR-FRET, 1536-well; inhibition of corepressor binding, % at 4.78 µM; 320,000 tested, 0.12% active; AID 2300;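 active = percent inhibition above the cutoff of mean plus 3 SD of all tested compounds, set per screening campaign, cut at about 20% in these data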;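 also: 0% = DMSO wells and 100% = biotin wells as full block of FRET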
#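 Format: 1536-well format; test system: GST-NR2E3 and biotin-RetCOR proteins; read-out basis: percent inhibition of TR-FRET ratio; timing: 5 h incubation at 4 °C; detection: time-resolved FRET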
# m5-HT2A agonist – agonists of mouse serotonin 5-HT2A receptor (HTR2A); P35363; CHO-K1 mHTR2A beta-arrestin complementation, luminescence; percent of 30 µM serotonin response; activation, % at 7.6 µM; 360,000 tested, 0.66% active; AID 624169;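 active = activation above a run cutoff, the mean activation of all tested compounds plus 3 SD, cut at about 14% in these data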;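 also: 0% = plate median of compound wells and 100% = 30 µM serotonin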
# Target sequence (P35363 whole entry, looked up): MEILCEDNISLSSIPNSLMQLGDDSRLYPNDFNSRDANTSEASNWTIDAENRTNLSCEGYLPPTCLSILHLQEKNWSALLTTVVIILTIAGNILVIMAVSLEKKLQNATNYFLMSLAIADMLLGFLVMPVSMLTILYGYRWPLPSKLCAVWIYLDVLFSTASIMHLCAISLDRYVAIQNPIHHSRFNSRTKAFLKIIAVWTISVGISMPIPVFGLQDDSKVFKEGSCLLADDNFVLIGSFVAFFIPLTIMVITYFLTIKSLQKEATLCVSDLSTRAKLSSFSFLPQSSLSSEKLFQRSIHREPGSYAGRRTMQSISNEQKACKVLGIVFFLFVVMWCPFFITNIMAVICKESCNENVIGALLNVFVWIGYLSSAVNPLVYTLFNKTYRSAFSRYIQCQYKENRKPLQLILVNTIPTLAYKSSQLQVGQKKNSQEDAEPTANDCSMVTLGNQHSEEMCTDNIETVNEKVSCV
# NR2E3 ag-2 – human photoreceptor-specific nuclear receptor agonism | Q9Y5X4 | inhibition of corepressor binding, % at 3.98 µM | CHO-S Gal4-NCOR/VP16-NR2E3 two-hybrid, luciferase | AID 602229 | 360,000 tested, 0.35% active;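 active = inhibition above the mean of all tested compounds plus 3 SD, cut at about 70% in these data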;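 also: 0% = DMSO with NR2E3 transfected cells and 100% = cells lacking NR2E3 construct; higher means lower luciferase signal from less NR2E3 corepressor binding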
# HIF-2a inh – HIF-2a inhibition. 786-0 RCC cells HIF-2a reporter, luciferase luminescence, overnight. inhibition, % at 18.8 µM. 360,000 tested, 0.72% active;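 active = inhibition of the luminescence signal of 40% or more relative to plate controls, in a single-dose primary screen at 18.75 µM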
# PDI inh – inhibitors of human protein disulfide isomerase; P07237; PDI insulin aggregation turbidity, A650, 90 min; inhibition, % at 10 µM; 350,000 tested, 0.052% active; AID 588391;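 active = mean inhibition across replicates of 30% or more, whatever share of single replicates reach that level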;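 also: absorbance from insulin aggregation driven by PDI reduction with DTT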
# Target sequence (P07237 whole entry, looked up): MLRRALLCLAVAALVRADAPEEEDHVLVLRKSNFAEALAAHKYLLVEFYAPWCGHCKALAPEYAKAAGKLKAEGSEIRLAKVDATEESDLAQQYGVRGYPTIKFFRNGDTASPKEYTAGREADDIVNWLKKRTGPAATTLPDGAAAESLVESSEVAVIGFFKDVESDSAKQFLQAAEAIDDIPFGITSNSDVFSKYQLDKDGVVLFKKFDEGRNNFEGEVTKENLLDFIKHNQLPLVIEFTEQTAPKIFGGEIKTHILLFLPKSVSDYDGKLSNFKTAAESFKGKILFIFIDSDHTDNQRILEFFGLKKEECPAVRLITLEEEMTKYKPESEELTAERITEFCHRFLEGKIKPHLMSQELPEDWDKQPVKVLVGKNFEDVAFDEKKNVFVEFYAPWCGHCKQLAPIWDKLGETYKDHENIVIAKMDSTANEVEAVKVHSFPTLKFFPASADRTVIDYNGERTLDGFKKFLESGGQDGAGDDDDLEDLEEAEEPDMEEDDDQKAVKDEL
# iPSC survival up – increases survival of single human iPS cells; survival enhancement, % at 20 µM; 360,000 tested, 0.044% active; hiPSC single-cell survival, ATPlite luminescence; 100% = ROCK inhibitor wells, 0% = DMSO; AID 602274; in the data active = survival enhancement above about 18%;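 also: cells exposed to compounds for 16 hours before the ATP read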
# The depositor's hits bear a star; / = not tested or not shown.
SMILES,TRPM1 prom inh,Cardio protect,Shn3 inh set2,Peg3 prom inh,CaV13 ICDI inh,NR2E3 ag-1,m5-HT2A agonist,NR2E3 ag-2,HIF-2a inh,PDI inh,iPSC survival up
O=C(Cn1ccn(-c2ccc(F)c(Cl)c2)c(=O)c1=O)NCCc1ccccc1,9,3,-8,6,/,-1,1,7,-5,5,-0.5
CC1(C(=O)Nc2ccc3c(c2)OCCO3)CCN1C(=O)C/C=C/c1ccccc1 (stereo not given),/,0,-6,11,-4,/,9,14,3,-3,0.1
Cc1ccc(/C=C(/C#N)C(=O)NC(=O)Oc2ccccc2)cc1,-5,-4,8,3,-9,0,-5,-36,-4,-7,2.1
Nc1nc(SCC(=O)Nc2ccc(F)cc2)[nH]c(=O)c1NC(=O)c1ccc(F)c(F)c1,-9,4,-5,1,-3,0,-4,-11,2,-4,-0.3
CC1CC(C)CN(c2ccc(C(=O)NCc3ccc4c(c3)OCO4)cc2[N+](=O)[O-])C1 (stereo not given),-8,-8,21,-5,-4,-3,-9,-10,19,9,3.8
O=C(CSc1nc2ccccc2s1)NNC(=S)Nc1ccccc1,3,4,13,-4,-5,2,4,-31,7,2,-1.0
COc1ccc(N(CC(=O)NC2CCCCC2)C(=O)CCC(=O)Nc2nc(C)cs2)cc1,13,4,9,2,-5,3,3,-16,19,-9,-0.6
NC(=O)COC(=O)c1ccc(S(=O)(=O)NCc2ccco2)cc1,-2,1,-1,10,-6,4,3,5,22,0,0.2
COc1ccc(/C=C2\CCC(C3CCCC3)C2=O)cc1OC (stereo not given),-73,-7,3,-171,-2,1,7,-9,-226,-4,0.4
COc1cc(OC)c(N2CC34C=CC(O3)C(C(=O)O)C4C2=O)cc1Cl (stereo not given),5,3,-9,2,-5,-2,-3,-21,13,-3,0.3
CC1(C)OC(=O)C2=C(C[C@@H](C3CCCC3)O[C@H]2CCc2cccc(Cl)c2)O1,/,/,/,/,-5,/,9,-22,11,/,-0.1
COc1ccc(CCNC(=O)C2COc3ccccc3O2)cc1OC (stereo not given),0,-5,1,4,-5,/,1,-1,4,-11,1.4
Cc1ccsc1C(=O)NCc1ccc(Cl)cc1,/,-4,-2,-18,-20,3,1,-5,-27,-9,-0.1
O=[N+]([O-])c1cc(S(=O)(=O)O)cc([N+](=O)[O-])c1NN(c1ccccc1)c1ccccc1,3,-6,-37,9,-4,-1,4,-24,9,4,-0.5
CCN1CCN(C(=O)/C(=C/c2ccco2)NC(=O)c2ccccc2)CC1,0,4,7,16,-4,5,2,-10,9,0,0.0
O=[N+]([O-])c1ccccc1S(=O)(=O)N1CCCc2ccccc21,-4,-5,-15,24,-21,-4,-1,-1,-10,5,0.0
CCOc1ccc2oc(C(=O)NCc3nc4ccccc4[nH]3)c(C)c2c1,8,7,14,7,-2,1,-7,3,0,-9,2.1
Cc1ccc(-c2nn3c(C)nnc3c3ccccc23)cc1S(=O)(=O)NCc1ccccc1,1,14,5,17,-6,2,5,-30,9,-1,0.3
CC(C)Nc1c(N)c(=O)oc2ccccc12,-2,-7,-3,10,-2,2,-1,-13,9,15,-3.0
CS(=O)(=O)N1CCC(C(=O)NCc2ccncc2)CC1,-1,-2,6,3,1,0,4,-30,7,1,-0.9
CC(C)c1ccc(NC(=O)CNC(=O)Cn2ccc3ccccc3c2=O)cc1,9,-1,4,8,-3,3,-5,-1,2,6,0.0
Cc1nn(-c2ccc(NC(=O)c3ccncc3)cc2)c(C)c1Cl,21,-13,80,-62,-2,/,3,36,-69,-8,2.3
C=C1C(=O)C=C2CN(C(=O)c3ccccc3)[C@@](Cc3ccc(F)cc3)(C(=O)OC)[C@@H]12,99*,-13,95*,99*,/,0,-4,72*,97*,17,1.1
OC(c1cc(F)cc(Cl)c1)c1ncc(-c2cccc(C(F)(F)F)c2)[nH]1 (stereo not given),/,-23,19,35,-5,/,5,14,3,-2,-1.3
COc1ccccc1CC(=O)Nc1cccc(S(=O)(=O)N2CCOCC2)c1,-4,-5,12,17,-2,1,2,5,4,-2,-0.3
O=C(NC1CCCCC1)N1CCN(c2ccc([N+](=O)[O-])cc2)CC1,15,-6,60,4,/,5,4,31,-13,-4,-0.5
CC1CCN(CCCNC(=O)C2CC(=O)N(C3CCCCCC3)C2)CC1 (stereo not given),1,-11,-10,-81,-5,5,-4,-22,20,6,4.0
COc1ccc(CC2S/C(=N/N=C/c3ccccc3O)NC2=O)cc1 (stereo not given),-12,3,12,28,-2,4,2,-8,11,1,0.2
COc1ccccc1/C=C/C=N/NC(=O)CN1CCN(S(=O)(=O)c2ccc(C)cc2)CC1,1,-4,24,6,-3,-1,-3,-15,11,-5,0.0
CCCCc1c(C)c(C#N)c2nc3ccccc3n2c1Nc1c(C)n(C)n(-c2ccccc2)c1=O,5,18,4,18,-4,-2,-3,-36,8,4,5.1
Cc1ccn2c(NC3CCCC3)c(-c3ccccn3)nc2c1,11,21,6,-24,-2,-1,1,69,-191,1,-0.2
Cc1ccc(C(=O)NC2CCCc3ccccc32)o1 (stereo not given),8,5,14,-1,-4,0,0,1,25,-2,-3.0
CCc1cc(CNC(=O)CC2C(=O)NCCN2Cc2ccc(-c3ccccc3)cc2)on1 (stereo not given),-4,0,1,-9,-3,1,-6,-3,-8,3,0.1
CCn1c(SCC(=O)Nc2cc(C)on2)nnc1-c1cccs1,6,3,-24,2,-5,-1,1,-16,12,-2,-3.6
CCOc1ccc(OCC)c(NC(=O)CCn2cccc2)c1,-9,0,4,9,-6,-1,1,20,0,10,2.3
COCCN1C(=O)C(=O)/C(=C(/O)c2cccc(OC)c2)C1c1ccncc1 (stereo not given),-11,11,4,8,-3,-1,-1,3,0,-8,2.7
Cc1ccc(CNC(=O)c2ccc(N3CCC4(CC3)CC(c3cccc(Br)c3)=NO4)c(NC(=O)c3ccccc3)c2)cc1,8,-3,7,9,-2,3,0,-3,-1,-6,-2.8
N#CC(C#N)=c1ccc2c(c1)N1C(c3ccccc3)=CC(c3ccccc3)C3CCCCC31N=2 (stereo not given),45,1,7,-4,-6,-3,2,19,0,3,-0.7
COCCC(=O)N1CCC(Oc2ccc(C(=O)NCc3cc(C)n(C)n3)cc2)CC1,-7,0,8,-3,-2,3,-7,3,4,2,-0.1
CC(=O)C1=C(O)C(=O)N(Cc2cccnc2)C1c1ccc(Cl)cc1Cl (stereo not given),9,5,-11,14,-8,8,3,-1,8,-8,-0.3

# Reprinted at random: four compounds from above.
SMILES,TRPM1 prom inh,Cardio protect,Shn3 inh set2,Peg3 prom inh,CaV13 ICDI inh,NR2E3 ag-1,m5-HT2A agonist,NR2E3 ag-2,HIF-2a inh,PDI inh,iPSC survival up
CCc1cc(CNC(=O)CC2C(=O)NCCN2Cc2ccc(-c3ccccc3)cc2)on1 (stereo not given),-4,0,1,-9,-3,1,-6,-3,-8,3,0.1
CCn1c(SCC(=O)Nc2cc(C)on2)nnc1-c1cccs1,6,3,-24,2,-5,-1,1,-16,12,-2,-3.6
COCCN1C(=O)C(=O)/C(=C(/O)c2cccc(OC)c2)C1c1ccncc1 (stereo not given),-11,11,4,8,-3,-1,-1,3,0,-8,2.7
Cc1ccn2c(NC3CCCC3)c(-c3ccccn3)nc2c1,11,21,6,-24,-2,-1,1,69,-191,1,-0.2

# Continuation.
SMILES,TRPM1 prom inh,Cardio protect,Shn3 inh set2,Peg3 prom inh,CaV13 ICDI inh,NR2E3 ag-1,m5-HT2A agonist,NR2E3 ag-2,HIF-2a inh,PDI inh,iPSC survival up
COc1ccc(-c2noc(CCC(=O)N3CCN(c4ccc(Cl)cc4)CC3)n2)cc1,0,-10,12,9,-6,/,5,-14,5,-5,-1.0
CSC1=NCCN1C(=O)c1cccs1,-21,7,-27,-10,-1,1,0,-14,-21,/,3.2
O=C(NCc1cccc2ccccc12)Nc1ccccc1,-17,-4,0,-65,-7,-1,0,-8,-80,14,-3.0
Cc1ccc(Nc2nc(N3CCOCC3)c3ccccc3n2)cc1,-1,-27,53,-54,-5,1,-8,21,-61,-10,0.2
CC(Oc1ccc2c(-c3ccccc3)cc(=O)oc2c1)C(=O)NCCCn1ccnc1 (stereo not given),-1,-3,13,-1,/,-2,-2,7,-7,/,2.0
Cc1ccc(NS(=O)(=O)c2ccc(NC(=O)N3CCCCC3)cc2)cc1,-6,-6,0,8,-11,4,3,27,18,12,1.4
COCc1c(C(=O)OCc2nc3ccsc3c(=O)[nH]2)oc2ccccc12,13,15,-7,10,-7,-1,4,-26,7,-5,0.3
COCCOC(=O)c1c(C)oc2ccc(O)c(CN3CCC(C)CC3)c12 (tested in a mixture with another compound),-7,-2,93*,-2,-4,/,1,19,2,-8,0.1
NC(=O)c1ccccc1NC(=O)COC(=O)C1(c2ccccc2)CC1,1,2,-1,-11,-4,-1,-1,19,-28,2,-0.5
Cc1ccc2c(c1)nnn2C1CCN(C(=O)Nc2ccccc2C)CC1,-3,-3,7,17,-1,4,-4,-9,12,-1,-0.2
O=[N+]([O-])c1ccc(N2N=C(c3ccco3)CC2c2ccccc2)cc1 (stereo not given),1,-4,8,16,-16,3,-2,-8,2,-3,-1.3
O=C(Cn1c(=O)c2cccn2c2cccnc21)N1CCN(c2ccc(Cl)cc2)CC1,-15,-1,11,6,/,1,15*,-8,14,3,-0.7
CCC(C)c1ccc(OCCN2CCCC2)cc1 (stereo not given),2,10,-7,-2,-3,1,-4,-14,-9,3,-0.2
Cc1ccc(C#CC[N+]2(C)CCCCC2)cc1,/,2,3,2,-4,-2,-1,21,11,1,-0.6
O=C(Cc1ccc(Br)cc1)N1CCc2ccccc2C1,-52,0,-54,-207,-4,2,5,-114,-256,1,-0.8
COC[C@@H]1CCCN1c1ccc2c(c1)O[C@@H](COCc1ccccc1)CN([C@@H](C)c1ccccc1)S2(=O)=O,/,/,/,/,-9,/,-1,-1,11,/,-0.6
COc1ccc(-c2nc(CS(=O)CC(=O)NC3CCCC(C)C3C)c(C)o2)cc1OC (stereo not given),0,-4,-16,5,-4,0,-3,-1,5,6,-0.2
O=C(NNC(=S)Nc1ccccc1)c1cccc(S(=O)(=O)N2CCOCC2)c1,4,-8,-42,-52,-7,-1,4,-21,-121,11,0.1
CC(C)c1ccc(NC(=O)CCCN2C(=S)NC(C)(C)CC2C)cc1 (stereo not given),3,-3,8,-18,0,-6,-3,6,-33,-1,0.7
N#Cc1cccc(NC(=O)CN2CCN(Cc3ccccc3)CC2)c1,0,3,-2,16,-3,4,-8,-24,19,-4,-0.4
FC(F)(F)Oc1ccccc1-c1nnc(-c2cccc(C(F)(F)F)c2)o1,-5,0,-1,-11,-4,3,0,-1,-15,0,-0.6
Cc1ccc(NC(=O)c2ccccc2CCc2ccccc2)c(C)c1,-2,-5,16,15,/,2,-2,-16,11,2,4.4
CC(NC(=S)Nc1ccc(Cl)cc1Cl)C(c1cccs1)N1CCCC1 (stereo not given),21,-7,13,26,-5,-2,-2,-20,15,1,-0.4
